PKA-R2B activ = activators of PKA-R2B holoenzyme, primary screen, biochemical, fluorescence polarization, Cy5-IP20, human; activation, % at 11.4 µM; 340,000 tested, 0.079% active; AID 504700, 2011; cAMP-dependent protein kinase catalytic subunit beta (Homo sapiens) + cAMP-dependent …; PKA-R2B holoenzyme dissociation; R2B truncated from residue 108, S112A mutant; 0% DMSO only, 100% 113 µM cGMP;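 active means activation above a cutoff set at the mean over all compounds plus 3 SD, cut at about 18% in these data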;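 further: higher means more holoenzyme dissociation and a rise in polarization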
Tat transport = E. coli Tat export inhibitors, primary screen, MC4100, TorA-mCherry reporter, fluorescence, single point; inhibition, % at 10 µM; 340,000 tested, 0.036% active; AID 488895, 2010;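 active means mean replicate inhibition at least 50% and at least half of replicates individually reaching 50%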;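 further: exported cargo escapes ClpAP degradation while cytoplasmic cargo is degraded and loses fluorescence; 0% = median of neutral control wells and 100% = median of NaSCN control wells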
MOR-DOR inv ag = inverse agonists of MOR-DOR heterodimerization, primary screen, cell-based, luminescence | AID 504357, 2011 | cell-based MOR-DOR heterodimer luminescence, inverse agonism | inhibition, % at 9.3 µM | 340,000 tested, 0.21% active | Mu-type opioid receptor (Homo sapiens) + Delta-type opioid receptor (Homo sapiens), …; in the data active means inhibition above about 22%, passing the limit was not always enough;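 further: 0% = cells with DMSO and 100% = wells without cells with DMSO; values of inactives mirror those of a sister screen read the other way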
Target sequence (P35372 whole entry, looked up): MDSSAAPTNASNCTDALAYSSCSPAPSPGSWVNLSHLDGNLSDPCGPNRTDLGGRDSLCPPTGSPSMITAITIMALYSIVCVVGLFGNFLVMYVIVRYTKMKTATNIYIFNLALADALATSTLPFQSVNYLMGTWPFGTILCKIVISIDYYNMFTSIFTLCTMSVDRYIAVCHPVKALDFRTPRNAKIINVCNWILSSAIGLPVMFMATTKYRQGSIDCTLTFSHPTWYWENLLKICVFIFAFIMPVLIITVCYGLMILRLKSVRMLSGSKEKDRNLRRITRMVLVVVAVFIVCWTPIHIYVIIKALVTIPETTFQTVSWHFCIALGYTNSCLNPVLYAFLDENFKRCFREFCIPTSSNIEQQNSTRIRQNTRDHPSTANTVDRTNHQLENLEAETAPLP
Target sequence (P41143 whole entry, looked up): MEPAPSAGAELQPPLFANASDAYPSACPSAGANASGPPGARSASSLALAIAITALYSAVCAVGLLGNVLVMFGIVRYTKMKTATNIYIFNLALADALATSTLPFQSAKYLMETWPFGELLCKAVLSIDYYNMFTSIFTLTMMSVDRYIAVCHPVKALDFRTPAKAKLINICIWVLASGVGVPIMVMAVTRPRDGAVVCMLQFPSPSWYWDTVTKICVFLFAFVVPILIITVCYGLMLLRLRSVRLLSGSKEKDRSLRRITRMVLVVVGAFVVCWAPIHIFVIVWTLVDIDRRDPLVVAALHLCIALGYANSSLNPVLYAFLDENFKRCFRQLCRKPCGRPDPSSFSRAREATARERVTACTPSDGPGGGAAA
SUMO Mot1 rescue = yeast Mot1-301 growth rescue at high temperature, primary screen, SUMOylation pathway inhibitor project, S. cerevisiae, ATP luminescence, 38.5C. S. cerevisiae Mot1-301 growth rescue; percent above DMSO median, 100 means doubled. growth rescue, % at 18.8 µM. 320,000 tested, 1% active. AID 2716, 2010;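 active means every valid replicate shows activation above 250% relative to neutral control wells; inactive means the rest, any valid replicate at or below 250%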;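 further: OY570 slx delta 5 strain wells were the positive control but not used for scaling; some compounds called inactive have numbers as strong as hits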
PfHsp90 set2 = growth inhibition of PfHsp90-expressing yeast, primary screen, antimalarial PfHsp90 inhibitor project, S. cerevisiae, BacTiter-Glo luminescence, single point, set 2. 310,000 tested, 0.32% active. inhibition, % at 9.4 µM. AID 504621, 2011. BacTiter-Glo ATP, 48 h; yeast lacking PDR1 and PDR3 efflux regulators;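 active means every replicate shows inhibition above about 80%, whatever the replicate mean, limit read from the data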;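 further: 0% = DMSO neutral controls and 100% = 20 µM radicicol positive controls; yeast relying on Plasmodium falciparum Hsp90 in place of its own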
HTR5A inv ctr = HTR5A inverse agonists in luminescence cell assay, primary screen, counter-screen for OPRM1-OPRD1 heterodimer inverse agonist project, full-deck HTS; 340,000 tested, 0.083% active; AID 504634, 2011; HTR5A cell line, inverse agonism; inhibition, % at 9.3 µM; in the data active means inhibition mostly above about 23%, no sharp cut-off; inactive means mostly below about 18%;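 further: 0% = cells with DMSO and 100% = no-cell wells with DMSO; some compounds called inactive have numbers as strong as hits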
PKA-R1A activ = activators of PKA-R1A holoenzyme, primary screen, biochemical, fluorescence polarization, Cy5-IP20, bovine R1A, mouse PKAc. PKA-R1A dissociation; scaled: DMSO 0%, 113 µM cGMP 100%. activation, % at 11.4 µM. 340,000 tested, 0.083% active;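 active means percent activation above the mean of all tested compounds plus 3 SD, cut at about 19% in these data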;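 further: higher means more PKAc released from R1A so a rise in polarization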
MOR-DOR ag = agonists of OPRM1-OPRD1 heterodimerization, primary screen, cell-based, luminescence; activation, % at 9.3 µM; cells; 340,000 tested, 0.3% active; AID 504326, 2011; in the data active means activation above about 18%;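 further: 0% = vehicle-treated cells and 100% = reference agonist; values of inactives mirror those of a sister screen read the other way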
phage Ecoli inh = growth loss of phage-infected E. coli, primary screen, RecBCD inhibitor project, absorbance, with phage, HTS; inhibition, % at 11.9 µM; 360,000 tested, 0.26% active; in the data active means inhibition above about 11%
Ecoli viability = E. coli V3065 growth inhibition, primary screen, counter-screen for AddAB inhibitor project, absorbance, OD600; 18 h; inhibition, % at 11.9 µM; AID 449728, 2010; 330,000 tested, 0.27% active;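 active means inhibition above the campaign's mean inhibition across all tested compounds plus 3 SD, cut at about 9.9% in these data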;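 further: uninfected addAB+ strain grown without phage in ampicillin broth; 0% = DMSO wells and 100% = ciprofloxacin 0.95 µg/ml wells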
AddAB inh = growth inhibition of E. coli expressing H. pylori AddAB, primary screen, AddAB inhibitor project, absorbance | inhibition, % at 11.9 µM | 330,000 tested, 0.29% active | AID 435030, 2010; in the data active means inhibition above about 12%;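 further: 0% = vehicle wells of infected cells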
* marks the source's active call; other numbers are inactive results.

CC(=O)OC1CC(C)N(C(=O)c2ccccc2)c2ccc(C)cc21 (stereo unspecified) was read as PKA-R2B activ -3, Tat transport 1, MOR-DOR inv ag -3, SUMO Mot1 rescue -12, HTR5A inv ctr -6, PKA-R1A activ 6, MOR-DOR ag 0.6, phage Ecoli inh 0.8, Ecoli viability -4.3 and AddAB inh -2.6.
For CCOc1cccc(CN2CCCC(CCC(=O)NCc3ccccc3F)C2)c1O (stereo unspecified) the results were PKA-R2B activ -5, Tat transport 3, MOR-DOR inv ag -1, SUMO Mot1 rescue 2, PfHsp90 set2 -13, HTR5A inv ctr -12, PKA-R1A activ -7, MOR-DOR ag 0.2, phage Ecoli inh 1.8, Ecoli viability 1.2 and AddAB inh 1.6.
O=C(NCc1cccnc1)NC1(C(F)(F)F)Oc2ccccc2O1 was read as PKA-R2B activ 16, Tat transport -1, MOR-DOR inv ag -5, SUMO Mot1 rescue 4, PfHsp90 set2 -32, HTR5A inv ctr 1, PKA-R1A activ -1, MOR-DOR ag 0.9, phage Ecoli inh 3.2, Ecoli viability 0.2 and AddAB inh -0.5.
Screening CN(CCC1CCOCC1)C(=O)CC1C(=O)NCCN1C/C=C/c1ccccc1 (stereo unspecified) returned PKA-R2B activ -7, Tat transport -1, MOR-DOR inv ag 15, SUMO Mot1 rescue -5, PfHsp90 set2 19, HTR5A inv ctr 16, PKA-R1A activ -7, MOR-DOR ag -2.8, phage Ecoli inh 2.0, Ecoli viability -0.8 and AddAB inh -3.2.
For Cc1cccc(OCC(=O)N2CCC(N3CCOCC3)CC2)c1 the results were PKA-R2B activ -8, Tat transport -12, MOR-DOR inv ag -1, SUMO Mot1 rescue 13, PfHsp90 set2 -18, HTR5A inv ctr -9, PKA-R1A activ 7, MOR-DOR ag 0.2, phage Ecoli inh -0.3, Ecoli viability -0.3 and AddAB inh 0.7.
For Cc1ccc2c(c1)S/C(=C/c1ccc[n+](C)c1)N2CCO the results were PKA-R2B activ 12, Tat transport -1, MOR-DOR inv ag 0, SUMO Mot1 rescue -9, PfHsp90 set2 -6, HTR5A inv ctr -7, PKA-R1A activ -1, MOR-DOR ag 0.1, phage Ecoli inh -1.9, Ecoli viability -1.7 and AddAB inh -1.4.
`CSc1nc(N)c2c3c(sc2n1)CN(C)CC3` gave PKA-R2B activ -2, Tat transport 1, MOR-DOR inv ag 3, SUMO Mot1 rescue -19, PfHsp90 set2 2, HTR5A inv ctr 10, PKA-R1A activ 2, MOR-DOR ag -0.6, phage Ecoli inh -1.1, Ecoli viability -1.3 and AddAB inh 0.7.
`O=C(O)c1cccc2c(/C=N/Nc3ccccn3)c[nH]c12` gave PKA-R2B activ -6, Tat transport 5, MOR-DOR inv ag 13, SUMO Mot1 rescue 5, PfHsp90 set2 5, HTR5A inv ctr 26, PKA-R1A activ -4, MOR-DOR ag -2.5, Ecoli viability 0.6 and AddAB inh 2.9.
Cc1cc(N2C(=O)Cc3ccccc3C2=O)ccc1C(C)C was read as PKA-R2B activ 4, Tat transport -2, MOR-DOR inv ag 6, SUMO Mot1 rescue 7, PfHsp90 set2 -4, HTR5A inv ctr -10, PKA-R1A activ -1, MOR-DOR ag -1.2, phage Ecoli inh 0.5, Ecoli viability -3.8 and AddAB inh -2.4.
CCOC(=O)C1=C(C)NC(=O)NC1C (stereo unspecified) was read as PKA-R2B activ -12, Tat transport -8, MOR-DOR inv ag 3, SUMO Mot1 rescue 11, PfHsp90 set2 11, HTR5A inv ctr -21, PKA-R1A activ -8, MOR-DOR ag -0.6, phage Ecoli inh 2.0, Ecoli viability 0.6 and AddAB inh -0.3.
For CC12CCC(=O)N1c1c(sc3nc(N4CCOCC4)c4c(c13)CCCC4)C(=O)N2 (stereo unspecified) the results were PKA-R2B activ 4, Tat transport 0, MOR-DOR inv ag 24, SUMO Mot1 rescue -4, PfHsp90 set2 -62, HTR5A inv ctr 1, PKA-R1A activ -13, MOR-DOR ag -3.8, phage Ecoli inh 0.5, Ecoli viability -0.1 and AddAB inh -0.2.
Screening CCN(CC)CCC(=O)NN returned PKA-R2B activ -2, Tat transport 1, MOR-DOR inv ag 1, SUMO Mot1 rescue -16, PfHsp90 set2 16, HTR5A inv ctr 0, PKA-R1A activ 1, MOR-DOR ag -0.1, phage Ecoli inh 2.2, Ecoli viability -0.8 and AddAB inh -1.6.
For Cc1ccc(Oc2nc3c(C)cccn3c(=O)c2/C=C(\C#N)C(N)=O)cc1 the results were PKA-R2B activ 5, Tat transport -3, MOR-DOR inv ag 7, SUMO Mot1 rescue 205, PfHsp90 set2 -12, HTR5A inv ctr -7, PKA-R1A activ -3, MOR-DOR ag -1.3, phage Ecoli inh 4.5, Ecoli viability -0.6 and AddAB inh 1.9.
Screening O=C(Nc1cccc(-c2nc3ccccc3[nH]2)c1)c1cccc(NC(=O)c2ccco2)c1 returned PKA-R2B activ 7, Tat transport -3, MOR-DOR inv ag -459, SUMO Mot1 rescue -1, PfHsp90 set2 -13, HTR5A inv ctr 13, PKA-R1A activ -9, MOR-DOR ag 88*, phage Ecoli inh 1.3, Ecoli viability 2.0 and AddAB inh 1.3.
For Cc1c(Cc2ccccc2)c(=O)oc2cc(OCC(=O)NCC3CCC(C(=O)O)CC3)ccc12 (stereo unspecified) the results were PKA-R2B activ 0, Tat transport 6, MOR-DOR inv ag -4, SUMO Mot1 rescue 197, PfHsp90 set2 12, HTR5A inv ctr -23, PKA-R1A activ -6, MOR-DOR ag 0.8, phage Ecoli inh 2.5, Ecoli viability 0.0 and AddAB inh 5.2.
For COc1ccc(NS(=O)(=O)c2cc(NC(=O)c3ccc(C)o3)ccc2N2CCCCC2)cc1 the results were PKA-R2B activ 15, Tat transport -1, MOR-DOR inv ag 14, SUMO Mot1 rescue 352, PfHsp90 set2 21, HTR5A inv ctr 4, PKA-R1A activ -9, MOR-DOR ag -2.3, phage Ecoli inh 1.9, Ecoli viability -1.1 and AddAB inh 2.4.
Screening Cc1cccc(OCC(=O)NC(=S)N2CCCc3ccccc32)c1 returned PKA-R2B activ 7, Tat transport -5, MOR-DOR inv ag -25, SUMO Mot1 rescue 69, PfHsp90 set2 25, HTR5A inv ctr 9, PKA-R1A activ -5, MOR-DOR ag 4.0, phage Ecoli inh -0.4, Ecoli viability 0.1 and AddAB inh 4.4.
Nc1ccc2c(O)cc(S(=O)(=O)O)cc2c1 was read as PKA-R2B activ -3, Tat transport 7, MOR-DOR inv ag -18, PfHsp90 set2 -21, HTR5A inv ctr -7, PKA-R1A activ 2, MOR-DOR ag 3.7 and phage Ecoli inh 0.9.
Screening c1ccc(N2CCOCC2)c(Nc2nc3ccccc3n3cnnc23)c1 returned PKA-R2B activ -5, Tat transport 3, MOR-DOR inv ag -9, SUMO Mot1 rescue -7, PfHsp90 set2 -30, HTR5A inv ctr -8, PKA-R1A activ -3, MOR-DOR ag 1.7, phage Ecoli inh 1.4, Ecoli viability 0.0 and AddAB inh 1.2.
`O=S(=O)(c1ccccc1)c1nc(-c2ccco2)oc1N1CCCCC1` gave PKA-R2B activ 4, Tat transport 7, MOR-DOR inv ag 17, SUMO Mot1 rescue -1, PfHsp90 set2 8, HTR5A inv ctr -7, PKA-R1A activ 6, MOR-DOR ag -3.3, phage Ecoli inh 2.4, Ecoli viability 0.9 and AddAB inh 2.9.
`Clc1cc2c(cc1/C=N/Nc1nc(N3CCOCC3)nc(N3CCOCC3)n1)OCO2` gave PKA-R2B activ -15, Tat transport -9, MOR-DOR inv ag 19, SUMO Mot1 rescue 10, PfHsp90 set2 26, HTR5A inv ctr -34, PKA-R1A activ -18, MOR-DOR ag -3.6, phage Ecoli inh 2.0, Ecoli viability 1.2 and AddAB inh -2.1.
For CCOc1ccc(CCNC(=O)COC(=O)c2oc3ccccc3c2COC)cc1OCC the results were PKA-R2B activ 1, Tat transport 17, MOR-DOR inv ag 7, SUMO Mot1 rescue -5, PfHsp90 set2 20, HTR5A inv ctr 9, PKA-R1A activ -4, MOR-DOR ag -1.8, phage Ecoli inh 0.1, Ecoli viability 0.0 and AddAB inh 0.1.
For COc1ccc(NC(=O)CSc2nnc(Cn3nnc4ccccc43)n2C)cc1 the results were PKA-R2B activ 0, Tat transport -1, MOR-DOR inv ag 10, SUMO Mot1 rescue 83, PfHsp90 set2 11, HTR5A inv ctr -9, PKA-R1A activ -1, MOR-DOR ag -1.8, phage Ecoli inh 4.9, Ecoli viability 0.7 and AddAB inh 4.2.
Screening CCCCCNCc1ccc(OCc2ccc(Cl)nc2)c(OC)c1 returned PKA-R2B activ -7, Tat transport -3, MOR-DOR inv ag -15, PfHsp90 set2 37, HTR5A inv ctr 16, PKA-R1A activ 7, MOR-DOR ag 2.9, phage Ecoli inh 2.7, Ecoli viability 1.4 and AddAB inh 0.9.
CCC1(c2ccccc2)NC(=O)N(CC(=O)N2CC(=O)Nc3ccccc32)C1=O (stereo unspecified) was read as PKA-R2B activ 1, Tat transport 0, MOR-DOR inv ag 12, SUMO Mot1 rescue 34, HTR5A inv ctr -21, PKA-R1A activ 9, MOR-DOR ag -3.0, phage Ecoli inh -0.7, Ecoli viability -0.8 and AddAB inh 3.3.
`CCn1c(SCC(=O)Nc2ccccc2OC)nnc1-c1cnccn1` gave PKA-R2B activ 2, Tat transport -8, MOR-DOR inv ag 11, SUMO Mot1 rescue 57, PfHsp90 set2 9, HTR5A inv ctr -1, PKA-R1A activ 4, MOR-DOR ag -2.2, phage Ecoli inh 1.9, Ecoli viability -1.7 and AddAB inh -0.5.
For CC(=O)C1=C(O)C(=O)N(Cc2ccccc2)C1c1ccco1 (stereo unspecified) the results were PKA-R2B activ -14, Tat transport 0, MOR-DOR inv ag 16, SUMO Mot1 rescue -5, PfHsp90 set2 -29, HTR5A inv ctr -18, PKA-R1A activ 4, MOR-DOR ag -2.6, phage Ecoli inh 1.4, Ecoli viability -1.8 and AddAB inh -0.8.
O=C(Nc1cccc(-c2cn3c(n2)SCC3)c1)c1ccc2c(c1)OCO2 was read as PKA-R2B activ 2, Tat transport -1, MOR-DOR inv ag 10, SUMO Mot1 rescue 44, PfHsp90 set2 -17, HTR5A inv ctr -1, PKA-R1A activ 3, MOR-DOR ag -2.1, phage Ecoli inh -1.1, Ecoli viability -1.9 and AddAB inh 0.7.

Screening data deposited in PubChem by several laboratories.
